Screens deposited in PubChem BioAssay by several laboratories.
Autophagy mod: modulators of autophagy | MEF GFP-LC3 puncta imaging; test concentration mostly 10 µM | calls only at 10 µM (by protocol) | hit rate 0.98% among 190,000;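 active = percentage of spot-positive cells more than 3 SD above its plate mean, without a fluorescence outlier flag or 80% toxicity; inconclusive = no clear call, values can overlap the other calls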;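 also: spot-positive cell cutoff set from DMSO-treated cells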
MT stabilizer: microtubule stabilization, imaging screen; % tubulin-high responders, % at 10 µM; HeLa tubulin immunostaining HCS, 24 h; share of cells brighter than vehicle mean+2SD; hit rate 0.83% among 200,000;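 active = plate Z-score above 3 for both tubulin-high and condensed-nucleus cell shares, with cell loss under 80%, at 10 µM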;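 also: anti alpha tubulin signal scored within the nucleus-defined area of each cell; some results filed as inactive read as strong as hits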
AID2073: inhibitors of Mint1-CaV2.2 protein interaction, biochemical, HTRF (AID 2073); HTRF protein-protein interaction, Mint1-CaV2.2; higher % means a stronger effect; inhibition, % at 20 µM, or IC50 in µM where a hit was titrated; hit rate 0.19% among 290,000; in the data active = inhibition mostly above about 51%, no sharp cut-off; inconclusive = no clear call, values can overlap the other calls; inactive = mostly below about 53%; also: some results filed as inactive read as strong as hits
Dynein transport: blocks dynein driven cargo transport along microtubules; 3617.4 mouse cells, GR-EGFP nuclear translocation imaging; test concentration mostly 20 µM; stimulated with dexamethasone, 1 µM; stronger effect = lower value; z-score, hits read low; hit rate 0.47% among 220,000;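 active = plate z-score of nuclear minus cytoplasmic receptor signal below a set negative limit, without overly bright fluorescence or cell loss, cut at about -3.5 in these data, passing the limit was not always enough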;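 also: z-score of nuclear minus cytoplasmic ring GR-EGFP intensity difference per well; some compounds called inactive have numbers as strong as hits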
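Buffer or medium: tetracycline-free induction medium containing charcoal-stripped FBS / Reagent: dexamethasone agonist, 1.0 µM final, for 30 min / Technique: automated 10x imaging of fixed Hoechst-stained cells / Times: induction 48 h, compound 1 h, agonist 30 min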
Yfh1-depleted yeast: enhancers of respiration in Yfh1-depleted yeast, dose response, Friedreich's ataxia, plus single-dose screen (AID 1465). S. cerevisiae Yfh1-off respiration, WST-1 reduction, 72 h; higher fold induction means a stronger effect. one-dose fold induction at 50 µM; EC50 in µM for titrated hits. hit rate 0.074% among 220,000;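 active = fold induction of absorbance versus untreated yeast above a set limit, then at least 30% activation at any dose in follow-up; inconclusive = repeats straddling the limit, or above it without dose testing; inactive = fold induction below the set limit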;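 also: activators that raise dye reduction in frataxin-depleted yeast; strong numbers were not always called active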
WT yeast gro inh: growth inhibition of WT yeast, mitochondrial fusion screen. hit rate 2.1% among 190,000. AID 1362. mitochondrial fusion phenotypic screen, WT strain. inhibition, % at 10 µM; in the data active = inhibition above about 58%; tested in S. cerevisiae
HIV peptide binding: cell-free HIV fusion peptide-binding blockers – biochemical, uHTS, fluorescence dequenching, primary screen (AID 1986) | cell-free peptide binding, fluorescence dequenching, 30 min; higher % means a stronger effect | one-dose inhibition, % at 20 µM; IC50 in µM for titrated hits | hit rate 0.3% among 290,000; in the data active = inhibition mostly above about 52%, no sharp cut-off; inactive = mostly below about 76%; also: some results filed as inactive read as strong as hits
Ins promoter up: MIN6 insulin promoter up-regulation; MIN6 insulin promoter-GFP reporter, high-content imaging; stronger effect = higher value; z-score at 5 µM; hit rate 0.3% among 190,000;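 active = z-score above 3 at 5 µM with at least 500 cells counted in the well; inconclusive = wells under 500 cells, flagged as cytotoxic or low count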
b-catenin transl: beta-catenin nuclear translocation modulation; HeLa beta-catenin nuclear translocation, immunofluorescence imaging; nuclear translocation activity, % at 5 µM; hit rate 0.3% among 190,000; AID 1665;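 active = nuclear translocation activity above 50% at 5 µM, with a well cell count of 50 or more; inconclusive = wells under 50 cells across six images, flagged as toxic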;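 also: per-cell ratio of nuclear to cytoplasmic median beta-catenin stain intensity; plate controls were DMSO negative control for no effect and GSK-3 inhibitor IX positive control for full effect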
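Read-out: Nuclear/cytoplasmic beta-catenin signal ratio, % activation | Assay system: Human HeLa cell line | Times: 24 h compound exposure at 37°C, 5% CO2 | Signal: Fluorescence imaging of beta-catenin antibody stain plus DAPI | Dosing: 5 µM primary, 0.02–20 µM confirmation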
WT yeast gro inh mutant strain: second read-out of WT yeast gro inh, no call of its own (marks repeat the call); inhibition, %; mitochondrial fusion phenotypic screen, mutant strain inhibition
Dynein transport cytoplasmic EGFP: further read-out of Dynein transport, marked with its call; z-score; measured here: cytoplasmic GR-EGFP intensity; stronger effect = higher value
Dynein transport nuclear GR-EGFP: recorded beside Dynein transport, whose call it bears; z-score; measured here: nuclear GR-EGFP intensity;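 lower value marks the stronger effect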
Dynein transport cell count: also measured in Dynein transport; calls as there; z-score; measured here: cell count per field
Ins promoter up cell count: further read-out of Ins promoter up, marked with its call; cell count; measured here: cytotoxicity, nuclei count;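 total cells summed across four imaged fields per well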
b-catenin transl cell count 5 µM: second read-out of b-catenin transl, no call of its own (marks repeat the call); cell count; measured here: cell count, cytotoxicity flag
MT stabilizer Hoechst-high %: further read-out of MT stabilizer, marked with its call; % Hoechst-high responders; measured here: nuclear condensation Hoechst responders;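 share of cells brighter than vehicle mean plus two SD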
MT stabilizer cytotoxicity %: also measured in MT stabilizer; calls as there; toxicity, %; measured here: cytotoxicity by cell density;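 0% = mean cell density of plate MIN control wells and 100% = no cells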
Autophagy mod cell loss 18 h: further read-out of Autophagy mod, marked with its call; toxicity, %; measured here: cell loss, nuclei count;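 cell loss after 18 h compound exposure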
Numbers without * were called inactive; i = inactive; ? = inconclusive; . = no result given. Compounds as they come; 4.2% or so of the library scored in one or more.

Sequence of screens – Autophagy mod	Autophagy mod cell loss 18 h	MT stabilizer	MT stabilizer Hoechst-high %	MT stabilizer cytotoxicity %	AID2073	Dynein transport	Dynein transport cytoplasmic EGFP	Dynein transport nuclear GR-EGFP	Dynein transport cell count	Yfh1-depleted yeast	WT yeast gro inh	WT yeast gro inh mutant strain	HIV peptide binding	Ins promoter up	Ins promoter up cell count	b-catenin transl	b-catenin transl cell count 5 µM
> COC(=O)C(C)Oc1cc(OC(C)C(=O)OC)c2c(C)c(Cl)c(=O)oc2c1 (stereo not drawn)
    i	3.2	2.4	2.4	3.2	25.8%	-0.91	-0.17	-0.552	0.598	i	-12.2	-32.8	-1.4%	0.04	1307	-1.4	1125
> CCNC(=S)NNc1nncc2ccccc12
    i	0.3	2.1	3.0	9.6	8.3%	-0.733	-0.302	-0.286	0.425	i	-19.4	22.1	-1.2%	-0.59	1153	-0.1	1067
> O=C(NCCO)/C(=C\c1ccc2c(c1)OCO2)NC(=O)c1ccc(Br)cc1
    i	1.2	5.8	3.3	5.4	1.8%	-0.742	-0.304	-0.81	0.869	i	-4.1	-9.0	-1.7%	-0.58	1400	0.0	538
> O=C(CSc1nc2ccccc2n1CC(=O)N1CCCC1)Nc1ccc2c(c1)OCO2
    i	-0.5	3.7	2.0	1.3	-0.8%	-1.08	-0.189	-0.211	0.209	i	2.9	15.1	-0.8%	0.08	1258	-0.3	1132
> CCc1nnc(NC(=O)CSc2nnc(-c3ccoc3C)n2CC(C)C)s1
    i	-2.7	3.2	2.4	1.7	-4.7%	-0.75	-0.193	-0.105	0.826	i	-6.0	11.0	-0.7%	2.15	1240	-6.8	851
> CN(C)c1ccc(/C=N/NC(=O)c2ccco2)cc1
    i	4.1	1.7	2.6	2.4	14.2%	0.0463	-0.238	-0.0143	0.782	i	12.4	-0.7	0.4%	0.45	1498	0.1	1099
> Cn1c(COc2ccccc2)nnc1SCC(=O)Nc1ccc2c(c1)OCO2
    i	5.8	1.9	1.7	0.3	-8.6%	-1.04	-0.203	-0.195	0.36	i	1.6	1.9	0.3%	-1.29	1403	-2.6	954
> O=C1CN(C(=O)COC(=O)c2cccnc2Cl)c2ccccc2N1
    i	13.1	1.8	2.3	4.2	-2.5%	0.0168	-0.214	-0.0807	0.407	i	-12.8	-12.7	0.7%	-0.04	1269	-0.6	1103
> CCOC(=O)c1c(NC(=O)Cn2nc(C(F)(F)F)cc2C)sc(C)c1C
    i	1.4	3.0	2.2	7.8	-7.1%	0.424	-0.166	0.249	-0.577	i	2.4	2.0	0.3%	-0.76	1527	-1.0	1013
> CCCc1nc2ccccc2c(=O)n1/N=C/c1ccc(O)c(O)c1
    i	-5.7	4.7	2.3	8.8	-6.2%	-1.25	-0.205	-0.452	0.782	i	-0.3	23.2	-0.9%	-0.92	1058	0.4	1216
> Cc1cc(C)n(-c2ccc(C(=O)Oc3ccc4c(c3)OCO4)cc2)n1
    i	-5.3	2.0	0.9	23.6	-5.8%	-1.13	-0.254	-0.471	-0.0197	i	12.2	18.0	1.0%	-0.15	1215	.	.
> O=C(CN1C(=O)c2ccccc2S1(=O)=O)N1CCN(c2ccccc2)CC1
    i	-13.0	1.4	0.9	5.6	-8.7%	-0.185	-0.25	-0.0856	-0.275	i	-11.1	-9.8	-0.6%	0.98	1227	.	.
> COc1ccc(CCNC(=O)C2CCCN(c3nc(C)cc(C)n3)C2)cc1 (stereo not drawn)
    i	-13.3	1.9	2.1	6.9	-5.3%	0.339	-0.142	-0.354	-0.618	i	3.0	-21.6	-0.3%	0.94	1261	3.3	1058
> Cc1sc(NC(=O)c2cccs2)nc1-c1ccccc1
    i	4.0	2.9	2.5	17.7	4.6%	0.246	-0.394	0.361	0.457	i	4.0	13.5	0.9%	0.32	1491	3.3	1400
> Cc1ccc(S(=O)(=O)N(CCO)Cc2cc3ccc(C)c(C)c3[nH]c2=O)cc1
    i	10.4	4.7	4.7	8.3	0.7%	-0.779	-0.214	-0.157	0.128	i	-2.5	31.4	-2.0%	-1.44	1088	-3.6	843
> O=C(Nc1ccc(Br)cn1)c1ccc([N+](=O)[O-])o1
    i	17.8	5.9	6.4	19.2	-0.9%	-1.65	0.138	-0.721	-0.039	?	19.6	28.9	-0.3%	-1.95	1013	7.3	930
> S=C(Nc1ccccc1)Nc1nccs1
    .	.	.	.	.	5.6%	0.871	-0.173	0.274	-0.49	i	.	.	1.7%	-0.92	888	0.1	1306
> COc1ccc(NC(=O)c2ccc(S(=O)(=O)C(F)F)cc2)c(OC)c1
    i	0.6	3.1	3.7	4.9	10.6%	0.0885	-0.38	0.354	0.159	i	-1.5	18.8	-0.7%	0.02	1153	-0.1	1081
> CCN(CC)S(=O)(=O)c1ccc(-c2nnc(SCC(=O)Nc3nnc(C)s3)n2CC)cc1
    i	-7.7	2.0	1.3	7.9	-6.7%	-0.293	-0.275	0.0421	0.325	i	-17.3	-1.2	-2.8%	0.28	832	.	.
> COc1ccc(C2=CC(c3ccc(Cl)cc3)n3cnnc3N2)cc1OC (stereo not drawn)
    i	-47.8	3.9	2.5	0.8	24.8%	-0.917	-0.288	0.194	0.509	i	7.1	1.6	-0.7%	-1.22	954	-3.0	896
> C/C(=N\NC(=O)c1ccc(CN(C)S(=O)(=O)c2ccc(C)cc2)cc1)c1ccc(OC(F)F)cc1
    i	9.7	10.5	4.2	1.3	8.1%	1.31	-0.211	0.342	0.0799	i	19.4	10.6	0.3%	0.35	1507	-1.3	1058
> Cn1c(SCC(=O)OCc2ccccc2)nnc1-c1ccco1
    i	3.5	1.6	1.3	1.8	1.4%	-0.738	-0.0433	-0.139	0.242	i	-0.5	3.6	-1.9%	.	.	-4.5	1112
> CCCCNC(=O)CCCCCNS(=O)(=O)c1ccc(Br)cc1
    i	-0.8	2.1	2.1	5.1	13.4%	0.624	-0.309	-0.238	-0.959	i	0.3	2.5	1.5%	-0.05	1093	0.0	1114
> CCC(C)NC(=O)Cn1nc(C(F)(F)F)c2c1CCC2 (stereo not drawn)
    i	7.6	4.3	1.6	5.6	-2.7%	-0.488	-0.367	-0.0333	1.1	i	-3.3	-21.2	-0.9%	0.17	1465	-0.6	1048
> Cc1ccccc1OCCNC(=O)c1ccccc1Sc1ccccc1C#N
    i	1.7	1.5	1.7	7.6	12.1%	0.0624	-0.223	-0.169	0.616	i	12.2	29.3	1.4%	-0.19	1325	-0.4	1343
> CCCOc1ccc(C(=O)CCC(=O)OCC(=O)Nc2cc(C)on2)cc1
    i	6.3	1.9	1.4	6.4	2.4%	-0.509	0.0206	0.322	0.102	i	1.8	5.3	-1.5%	-0.22	914	0.4	981
> Cc1c(C(N)=O)sc2ncn(CC(=O)N3CCC(C)CC3)c(=O)c12
    i	17.9	1.6	1.3	8.4	-1.2%	-1.78	2.73	-0.344	0.607	i	-0.9	-9.4	-1.7%	1.06	1018	4.0	1029
> COc1ccc(-c2c[nH]c(=O)[nH]c2=O)cc1OC
    i	1.0	5.5	2.4	0.6	14.0%	-1.23	-0.349	-0.533	1.58	i	-11.1	-1.0	1.4%	0.14	1444	-0.8	991
> O=C(NC1CCCCCC1)c1nnc(Cc2ccc(Cl)cc2)o1
    i	-45.5	2.6	2.1	9.6	0.5%	-0.422	-0.308	0.408	0.537	i	25.1	5.6	3.3%	1.03	1386	-0.9	542
> O=C(c1ccc(F)cc1)C1CCN(Cc2cn[nH]c2-c2ccc(F)cc2)CC1
    .	.	.	.	.	8.4%	-0.134	-0.277	-0.322	0.0572	i	.	.	0.4%	-0.05	1417	1.8	1284
> COc1cccc(C2CC(c3ccccc3Cl)Nc3nc(N)nn32)c1 (stereo not drawn)
    i	-4.1	2.8	2.4	4.9	4.5%	-0.434	-0.13	-0.451	0.159	i	-4.0	-3.0	2.9%	0.06	1143	-0.5	1184
> COC(=O)c1sccc1NC(=S)N1CCCCC1
    i	-1.9	1.2	1.2	8.7	-25.0%	-1.62	-0.298	-0.879	0.923	i	13.8	-19.5	-4.0%	.	.	-1.2	1128
> COC(=O)c1ccccc1NC(=O)N1c2ccccc2CC1C (stereo not drawn)
    i	2.2	3.7	2.3	6.2	4.1%	-0.306	-0.0753	-0.31	0.283	i	36.6	27.3	-0.2%	-0.22	1217	.	.
> Fc1cccc(CSc2ccc3nnc(-c4ccccn4)n3n2)c1
    i	17.2	1.9	1.2	5.1	0.2%	0.987	-0.304	0.519	-0.155	i	14.8	17.3	-2.6%	-1.27	1628	-3.4	1154
> O=C(Nc1ccccc1C(=O)NCc1ccco1)c1ccco1
    i	-4.4	3.3	2.8	15.0	7.2%	-0.685	-0.373	-0.274	0.86	i	-5.3	7.1	-0.1%	1.58	782	-3.7	1076
> CCOc1ccc(C(CC(=O)O)NC(=O)CCCOc2ccc(Cl)cc2C)cc1 (stereo not drawn)
    i	15.6	1.6	1.3	0.3	-7.8%	1.08	-0.102	1.2	-1.11	i	5.4	-1.4	5.6%	1.06	1573	-1.5	954
> CN(C)C(=S)N=Nc1[nH]c2ccccc2c1O
    i	28.6	6.6	1.6	3.8	17.9%	2.47	-0.338	1.57	0.861	i	2.2	17.9	-3.1%	-5.59	696	-3.6	1093
> Cc1ccc(NC(=S)N2CCCC(c3nc4ccc(C)cc4[nH]3)C2)c(C)c1 (stereo not drawn)
    i	-2.8	1.8	1.0	7.7	-28.9%	-0.347	0.00261	-0.177	0.19	i	5.0	11.5	-2.8%	0.1	1394	-0.3	1291
> O=C(O)CCNc1ccc(Cl)cc1
    .	.	.	.	.	-0.3%	0.724	1.14	0.45	-0.616	i	.	.	-3.1%	0.92	1353	-0.4	1369
